ATXN viability – viability counter-screen for ATXN expression inhibitors. S2 cells (HEK-293 line with an ATXN2-luciferase reporter) viability, CellTiter-Fluor protease fluorescence, 24 h. Potency, µM (highest dose often 56.7 µM), actives largely listed as cytotoxic. 0.49% of 400,000 active. AID 651635; note: potency is the fitted concentration of half-maximal effect; nearly all actives have a fitted effect of over 40% in size
ATXN2 expr inh – inhibitors of ATXN2 expression. HEK-293 ATXN2-luciferase reporter, luminescence, 24 h. Potency, µM (titrated, usually from 57 µM), for the others: at the top dose activity change, negative = inhibition, actives largely listed as inhibitors. 0.72% of 360,000 active. AID 1745845; note: potency is the fitted concentration of half-maximal effect; % is set by controls: 0 for no effect and ±100 for the full control effect; nearly all actives have a fitted effect of over 55% in size
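ATXN2-luciferase reporter cells (luciferase flanked by upstream and downstream ATXN2 gene portions) were treated 24 h at 37 °C with compounds at up to 57 uM. SteadyGlo luminescence gave expression; GF-AFC fluorescence gave viability.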
HT1080-NT tox – kills 2HG-producing HT-1080-NT fibrosarcoma cells | Potency, µM (series often up to 46.1 µM), for inactives: top-dose activity, negative = less viability, most hits filed as cytotoxic | AID 686970 | 1.6% of 360,000 active | HT-1080-NT fibrosarcoma viability, CellTiter-Glo ATP luminescence, 48 h;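 note: NT is the 2HG producing partner of a matched IDH1 knockdown line; potency is the fitted concentration of half-maximal effect; 0% = DMSO-treated cells and -100% = media-only wells without cells; nearly all actives have a fitted effect of over 55% in size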
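Toxicity toward the 2HG-producing NT line was scored as %Activity, normalised to DMSO and no-cell wells, from CellTiter-Glo luminescence after 48 hours' treatment.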
MCF10A rereplic – induces DNA re-replication in MCF 10a normal breast cells | MCF 10A DNA re-replication, Hoechst nuclear intensity, 48 h | Potency, µM (doses to about 46.1 µM), for the others: at the top dose activity, positive = re-replication, most hits filed as activators | 2.9% of 350,000 active; note: potency is the fitted concentration of half-maximal effect; % of control where 0% means no effect; nearly all actives have a fitted effect of over 50% in size
SW480 rereplic – induces DNA re-replication in SW480 colon adenocarcinoma cells. SW480 DNA re-replication, Hoechst DNA content imaging, 48 h. Potency, µM (doses to about 46.1 µM), for inactives: top-dose re-replication activation, actives largely listed as activators. 1.8% of 340,000 active; note: potency is the fitted concentration of half-maximal effect; % of control where 0% means no effect; nearly all actives have a fitted effect of over 55% in size
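DNA re-replication was detected as more nuclei of elevated Hoechst intensity after 48 hr exposure to compound (23 nL pinned per well of 250 cells).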
HT1080 IDH1KD tx – kills HT-1080 cells with IDH1 knockdown | HT-1080 IDH1 knockdown viability, ATP luminescence, 48 h | Potency, µM (series often up to 46.1 µM), inactives show top-dose activity, negative = toxicity, hits mostly cytotoxic | 2% of 360,000 active;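 note: potency is the fitted concentration of half-maximal effect; 0% = DMSO wells and -100% = cell-free medium wells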
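Assay cells: HT-1080 with IDH1 knockdown, 750 per well, RPMI/5% FBS. Exposure: 48 h at 37 °C following 2 h pre-incubation. Read: CellTiter-Glo luminescence; fitted concentration-response, curve class assigned.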
HepG2 tox – counter-screen for TGF-b inhibitors: cytotoxicity in HepG2 cells | HepG2 CAGA-GFP viability, ATP luminescence, 18 h | Potency, µM (series often up to 46.1 µM), without a hit: top-dose activity change, negative = cytotoxicity, most hits filed as cytotoxic | 0.76% of 410,000 active | AID 588856; note: potency is the fitted concentration of half-maximal effect; some results filed as inactive show a strong effect at the top dose
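CellTiter-Glo luminescence gave cytotoxicity after 18 hours at 37 degrees C. The cells were HepG2 CAGA-GFP in 1% FBS DMEM, stimulated with 500 pg/mL TGF-beta after compound addition. %Activity was normalised to no-cell wells (complete cell-killing) and DMSO (no toxicity), and curves were fitted and classified.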
IL1B secr inh – inflammasome signaling inhibition, IL-1 beta readout; THP-1 LPS/ATP IL-1B secretion, AlphaLISA, 16 h; hits give low values; activity change, % at 57.5 µM; 4.7% of 360,000 active; in the data active = activity change below about -50%; inconclusive = mostly about -30% to -49%; note: % is set by controls: 0 for no effect and ±100 for the full control effect
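THP-1 cells pretreated 1 hr with compounds (up to 57.5 uM final), then stimulated with LPS (250 ng/mL final) plus ATP (1.25 mM final); secreted IL-1B measured by AlphaLISA after 16 hr, decreased signal indicating inhibition.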
KB-3-1 cytotox – kills parental KB-3-1 adenocarcinoma cells; KB-3-1 viability, CellTiter-Glo ATP luminescence, 72 h; Potency, µM (titrated, usually from 46.1 µM), for the others: top-dose activity change, negative = cytotoxic, actives largely listed as cytotoxic; 1.4% of 400,000 active; AID 1347075; note: potency is the fitted concentration of half-maximal effect; % is set by controls: 0 for no effect and ±100 for the full control effect; nearly all actives have a fitted effect of over 60% in size
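Parental KB-3-1 viability, qHTS format: 72 h compound exposure, 37 °C; CellTiter-Glo; media-only wells and DMSO plates as controls; concentration-effect fits on corrected data.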
An asterisk follows results filed as active; i = inactive; ? = inconclusive; / = not tested or not shown; & = joins results of further samples; [ ] = another dose, or the depositor's remark. Unless noted, calls come from the whole dose curve; as a rule, active = well fitted curve in the direction sought with a large enough effect; inconclusive = small, poorly fitted or top-dose-only effect, or another doubt; inactive = no such curve, though single readings can be large; an effect the other way counts as inactive or inconclusive.

SMILES | ATXN viability | ATXN2 expr inh | HT1080-NT tox | MCF10A rereplic | SW480 rereplic | HT1080 IDH1KD tx | HepG2 tox | IL1B secr inh | KB-3-1 cytotox
O=C1C(Br)=C(c2ccccc2)C(c2ccccc2)=C1c1ccccc1 | / | ? | 1.2% | 3.66µM* | 2.91µM* | ? | 17.7% | -12.6 | 6.51µM*
CCN(CC)S(=O)(=O)c1ccc(N2CCc3cc(OC)c(OC)cc3C2)nc1 | i | -29.4% | -11.7% | ? | 22.1% | -13.6% | -14.2% | -90.8* | -1.9%
COC(=O)c1c(C)[nH]c(C)c1-c1cccc([N+](=O)[O-])c1 | i | -26.9% | -9.4% | -21.8% | -2.8% | -17.4% | 0.0% | -3.0 | -20.2%
CCN(CC(=O)Nc1ccc(NC(C)=O)cc1)C(=O)C1CC1 | i | / | -0.3% | / | / | 1.0% | 11.3% | -0.9 | -5.4%
Cc1cccc2c1nc(-c1ccccc1)n1cnnc21 | i | 0.6% | -12.0% | 0.1% | -2.4% | 1.8% | -31.6% | 3.6 | -0.3%
NC(=O)COc1ccc2cc(-c3ccccc3)c(=O)oc2c1 | i | / | 5.3% | -1.4% | -33.4%[inhibitor] | 3.0% | -13.2% | -1.6 | -2.6%
Nn1c(SCC(=O)N2CCOCC2)nnc1-c1ccccc1Cl | i | 10.0% | -4.1% | -9.4% | -6.1% | 10.0% | 0.2% | 13.7 | 10.1%
COc1ccc(NC(=O)C2CCN(c3nnnn3-c3ccccc3)CC2)cc1 | ? | -23.5% | 0.1% | 0.2% | -11.6% | 7.5% | -4.1% | -25.7 | -3.6%
CC(C)N(Cc1ccccc1)C(=O)CN1C(=O)c2ccccc2C1=O | i | -16.6% | 8.3% | 2.7% | -20.0% | 14.3% | -54.0% | -11.9 | 11.9%
CCn1cc(S(=O)(=O)N2CCN(c3ccc(Cl)cc3)CC2)cn1 | i | 1.0% | -5.1% | 2.2% | -4.4% | -7.0% | -18.4% | 9.4 | ?
Oc1ccccc1N=Nc1ccccc1O | 0.891µM* | / | ? | 18.8% | ? | ? | -31.2% | 127.9 | 7.31µM*
COc1cccc(/C=N/n2c(CO)nc3ccccc32)c1OC | i | 4.2% | 10.2% | ? | -4.9% | 6.6% | 3.0% | -22.3 | -3.5%
O=C(c1ccccc1)c1cccn1CC(=O)N1CCN(c2ccccc2)CC1 | i | -0.5% | 4.6% | -1.7% | 1.0% | -0.2% | -4.0% | -1.7 | 1.9%
COc1cc(NC(=O)C2CC(=O)N(CCc3ccc(F)cc3)C2)cc(OC)c1OC (stereo not given) | i | 2.0% | 3.7% | -7.0% | 1.1% | 13.6% | -7.3% | -6.2 | -17.2%
CCNC(=O)C1(C)CCCN(Cc2csc(-c3ccc(Cl)cc3)n2)C1 (stereo not given) | i | -35.4% | 0.461µM* | / | / | ? | -0.6% | 0.0 | ?
Cc1cc(=O)[nH]c(/N=C(\N)Nc2ccc(SC(F)F)cc2)n1 | i | 7.0% | 8.0% | -21.5% | 0.4% | 9.1% | -8.6% | -13.7 | 1.2%
COc1ccc(-c2nc(C#N)c(N3CCc4ccccc4C3)o2)cc1OC | i | -32.3% | ? | ? | 7.5% | -10.4% | -21.4% | -52.0* | -10.9%
COc1cc(/C=C/C(=O)O)cc(S(=O)(=O)Nc2ccc(F)cc2)c1OC | i | 7.5% | 1.8% | 11.6% | 1.7% | 6.7% | 6.4% | -1.0 | -4.6%
CCCC(=O)Nc1cc(C)c2c(=O)oc3ccccc3c2n1 | i | 9.6% | 20.4% | 9.8% | -15.7% | 9.3% | 1.6% | -7.5 | -4.0%
Cc1cc(C)n(CC(=O)NNC(=O)COc2ccc(Br)cc2F)n1 | i | 0.5% | 0.0% | -5.9% | -8.8% | 0.7% | -17.1% | 10.9 | 11.2%
COCCn1nnnc1C(c1cccs1)N1CCN(c2nc3ccccc3s2)CC1 (stereo not given) | i | -9.7% | -0.9% | 3.7% | 0.6% | -18.5% | -9.4% | -17.3 | -2.5%
COc1cccc(/C=C/C(=O)OCC(=O)NCCC2=CCCCC2)c1OC | ? | 7.8% | 0.7% | 1.9% | -15.8% | 4.2% | -7.9% | 16.8 | 0.9%
CCN(CC(=O)Nc1ccc(NC(C)=O)cc1)C(=O)c1cn(-c2ccccc2)nc1-c1cccs1 | i | 14.0% | -4.4% | ? | 1.1% | -14.6% | -10.1% | -9.8 | 5.2%
CC1=NN(C(=O)c2ccc(Cn3nc(C)c([N+](=O)[O-])c3C)cc2)C(O)(C(F)(F)F)C1 (stereo not given) | i | -17.3% | 4.47µM* | ? | 15.5% | 1.78µM* | -42.4% | 6.3 | -4.8%
N=C1c2ccccc2CN1NC(=O)c1cccc(S(=O)(=O)N2CCOCC2)c1 | i | / | 4.2% | -4.3% | -3.2% | -0.3% | 4.6% | 3.4 | 12.1%
CCC(=O)NC(O)C(=O)c1ccc(C)cc1 (stereo not given) | i | 3.4% | -6.3% | ? | 3.2%[9.22 µM] | -3.3% | -2.4% | 3.3 | -1.9%
CCN1C=CC2=C(C#N)C(N)C(C#N)(C#N)C(c3ccccc3C(F)(F)F)C2C1 (stereo not given) | i | -4.1% | -3.5% | 5.8% | -2.9% | -9.5% | -2.9% | -7.8 | ?
CCOc1ccc(NC(=O)CC2C(=O)NCCN2C(=O)Nc2ccccc2)cc1 (stereo not given) | i | -13.8% | -12.0% | 1.3% | -0.1% | -12.9% | -3.0% | -4.3 | 0.1%
CCOc1ccc(NS(=O)(=O)c2ccc3[nH]cc(C(=O)N4CCCC4)c(=O)c3c2)cc1 | i | 8.7% | / | / | / | / | -5.2% | / | -3.0%
CC(=O)c1ccc(N2CCN(S(=O)(=O)c3ccc4c(c3)CC(C)N4C(=O)C3CC3)CC2)cc1 (stereo not given) | ? | -19.1% | -4.5% | -1.7% | ? | -7.9% | 0.0% | 3.5 | ?

Some of these compounds in order of their number in SW480 rereplic, smallest number first.
Structure	SW480 rereplic	IL1B secr inh
N=C1c2ccccc2CN1NC(=O)c1cccc(S(=O)(=O)N2CCOCC2)c1	-3.2%	3.4
CCN1C=CC2=C(C#N)C(N)C(C#N)(C#N)C(c3ccccc3C(F)(F)F)C2C1 (stereo not given)	-2.9%	-7.8
COc1ccc(-c2nc(C#N)c(N3CCc4ccccc4C3)o2)cc1OC	7.5%	-52.0*

Next records:
SMILES | ATXN viability | ATXN2 expr inh | HT1080-NT tox | MCF10A rereplic | SW480 rereplic | HT1080 IDH1KD tx | HepG2 tox | IL1B secr inh | KB-3-1 cytotox
O=C(COC(=O)c1cc(=O)c2ccccc2o1)NCC1CCCCC1 | ? | 2.5%[11.3 µM] | 22.4% | -3.0% | -5.1% | -2.1% | -29.8% | 2.0 | 0.4%
COc1ccc(OC)c(S(=O)(=O)N2CCC(C(=O)N3CCN(Cc4ccccc4)CC3)CC2)c1 | i | 9.4% | 0.4% | 0.7% | -1.6% | -5.0% | 2.2% | -19.7 | 11.7%
OC(CNCc1ccccc1C(F)(F)F)C(F)(F)F (stereo not given) | i | / | -4.0% | 28.2% | ? | -1.6% | 2.8% | -0.2 | -12.1%
OC[C@@H]1CN(Cc2ccncc2)C[C@H](n2cnc3c(NC4CC4)ncnc32)O1 | i | 6.1% | 11.6% | / | / | 0.0% | 3.7% | 20.0 | 0.0%
O=S(=O)(CC(CN1CCCC1)N1CCCC1)c1ccc2ccccc2c1 (stereo not given) | 11.2µM* | -0.9% | 16.4µM* | 11.6µM* | 10.3µM* | 23.1µM* | -24.0% | -107.1* | 11.6µM*
NNC(=O)CNC(c1ccccc1)c1cc(Br)ccc1NC(=O)CCN1CCOCC1 (stereo not given) | i | -6.1% | -14.1% | 21.7% | 17.9% | -11.9% | -21.2% | -0.9 | -4.5%
O=C(CCC1CCCCC1)Nc1c2c(nn1-c1ccc(F)cc1)CS(=O)C2 (stereo not given) | i | -17.1% | 0.4% | -0.5% | -4.2% | 12.5% | -0.7% | -4.3 | -7.2%
COc1ccc(S(=O)(=O)NNC(=O)Nc2ccc(C)cc2)c(OC)c1 | i | -8.5% | -2.4% | -7.6% | -13.2% | 28.6% | 6.0% | i | 11.1%
Nc1ccccc1-c1nnc(SCc2ccccc2Cl)[nH]c1=O | i | 7.0% | 5.4% | ? | -11.8% | 1.9% | -4.4% | 3.3 | 5.1%
CC(=O)Nc1cccc(-n2nnc(SCC(N)=O)n2)c1 | i | / | 4.2% | -1.1% | -8.6% | 1.8% | 2.2% | -0.9 | 2.1%
COC(=O)CSc1nc(N2CCOCC2)c2c(c1C#N)CCCC2 | i | / | -1.4% | 2.4% | 13.0% | 7.1% | 4.5% | 40.4 | 1.7%
O=C(COc1ccccc1Cl)NC(=O)NC1CCCC1 | i | 55.1%[activator] | 13.3% | 3.9% | -9.7% | -1.4% | -2.6% | -18.4 | 6.3%
COc1ccccc1N1CCN(C(=O)CNC(=O)c2cn(-c3ccccc3OC)c(=O)c3ccccc23)CC1 | i | 31.7%[11.3 µM] | 1.2% | -2.1% | ? | -2.5% | 3.2% | -11.2 | 2.6%
Cc1nonc1OCCCNc1ccc([N+](=O)[O-])cc1Cl | i | 71.3%[activator] | -1.3% | -44.6%[inhibitor] | -51.6%[inhibitor] | 13.0% | 2.4% | -0.2 | 7.0%
CCCN(CCC)c1nc(C#N)nc(N(CCC)CCC)n1 | i | -30.5% | 22.5% | 0.5% | 0.1% | 2.4% | -3.7%&3.4% | -6.9 | -15.4%&-19.2%
CC(C)(C)c1ncc(S(=O)(=O)c2ccc(C(F)(F)F)cn2)c(N)n1 | i | -26.8% | ? | 9.9% | 0.9% | -24.0% | -37.1% | 5.8 | 0.9%
CC(C)(C)OC(=O)N1CCN(C(=O)c2[nH]cnc2C(=O)Nc2ccccc2F)CC1 | i | -3.2% | 2.6% | / | / | 3.1% | -3.6% | -13.4 | 0.6%

Bioassay records from PubChem.
